OPRM1-OPRD1 inv – inverse agonists of human mu-delta opioid receptor heterodimerization | P35372+P41143 | cell-based MOR-DOR heterodimer luminescence, inverse agonism | inhibition, % at 9.3 µM | 0.21% of 340,000 active; in the data active means inhibition above about 22%, passing the limit was not always enough;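 further: 0% = cells with DMSO and 100% = wells without cells with DMSO; values of inactives mirror those of a sister screen read the other way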
Target sequence (P35372 whole entry, looked up): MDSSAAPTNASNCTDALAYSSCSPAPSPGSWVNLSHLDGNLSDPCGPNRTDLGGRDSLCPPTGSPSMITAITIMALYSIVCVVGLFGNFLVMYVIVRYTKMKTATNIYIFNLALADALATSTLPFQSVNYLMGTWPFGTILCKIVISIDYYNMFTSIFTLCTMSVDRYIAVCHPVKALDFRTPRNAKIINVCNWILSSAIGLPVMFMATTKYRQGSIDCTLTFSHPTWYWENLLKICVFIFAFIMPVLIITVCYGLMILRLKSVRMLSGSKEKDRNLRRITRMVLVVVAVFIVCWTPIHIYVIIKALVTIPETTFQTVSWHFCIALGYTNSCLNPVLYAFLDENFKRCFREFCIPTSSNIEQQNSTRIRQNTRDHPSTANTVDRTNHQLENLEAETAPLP
Target sequence (P41143 whole entry, looked up): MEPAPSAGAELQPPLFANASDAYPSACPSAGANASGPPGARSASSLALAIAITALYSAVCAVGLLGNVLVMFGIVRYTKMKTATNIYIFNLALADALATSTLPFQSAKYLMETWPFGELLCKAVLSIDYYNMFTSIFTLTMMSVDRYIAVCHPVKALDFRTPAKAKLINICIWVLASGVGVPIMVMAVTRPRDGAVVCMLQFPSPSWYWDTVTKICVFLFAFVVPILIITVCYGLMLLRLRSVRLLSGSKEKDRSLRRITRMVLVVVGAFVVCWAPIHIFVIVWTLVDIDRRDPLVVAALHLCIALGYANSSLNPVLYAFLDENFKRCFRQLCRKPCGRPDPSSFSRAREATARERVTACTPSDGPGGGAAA
RTF Ca sens act – increases calcium sensitivity of human cardiac regulated thin filaments | P19429+P45379 | IANBD-labeled TnC RTF fluorescence at EC20 calcium; 0% EC20 calcium, 100% full calcium | activation, % at 7.2 µM | 0.24% of 340,000 active;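 active means activation above the mean over all tested compounds plus 3 SD, cut at about 30% in these data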;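 further: rise in fluorescence read as greater calcium sensitivity of cardiac thin filaments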
OPRM1-OPRD1 ag – OPRM1-OPRD1 heterodimerization agonism; P35372+P41143; cells, luminescence; activation, % at 9.3 µM; 0.3% of 340,000 active; AID 504326; in the data active means activation above about 18%;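 further: 0% = vehicle-treated cells and 100% = reference agonist; values of inactives mirror those of a sister screen read the other way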
RTF Ca sens inh – cardiac RTF calcium desensitization. IANBD-labeled cardiac RTF, Ca2+ fluorescence. inhibition, % at 7.15 µM. P19429+P45379. AID 493244. 0.12% of 340,000 active;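 active means inhibition above the mean inhibition of all tested compounds plus 3 SD, cut at about 17% in these data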;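 further: assay run at fixed EC70 calcium of 1.6 mM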
HTR5A ag ctr – HTR5A agonism, opioid heterodimer counter-screen; P47898; HTR5A agonist assay, luminescence, cell-based; activation, % at 9.3 µM; 0.61% of 340,000 active; in the data active means activation mostly above about 9.5%, no sharp cut-off; inactive means mostly below about 7.6%;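 further: 0% = cells with vehicle only and 100% = reference agonist; strong numbers were not always called active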
Keap1-Nrf2 PPI – Keap1-Nrf2 (human) interaction inhibition; Q14145; Keap1 Kelch-Nrf2 peptide fluorescence polarization, 1536-well; inhibition, % at 9.4 µM; 0.15% of 340,000 active; AID 504523; in the data active means inhibition above about 12%;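 further: human Keap1 Kelch domain with fluorescein labeled Nrf2 9mer peptide probe; 0% = neutral control wells and 100% = peptide positive control; higher means more block of Keap1 binding to Nrf2 peptide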
V-ATPase pHluor – yeast V-ATPase proton transport regulation by pHLuorin; S. cerevisiae, pHLuorin cytosolic pH fluorescence; response, % at 10 µM; 0.37% of 350,000 active; AID 504577; in the data active means response mostly above about 7.3%, no sharp cut-off; inactive means mostly below about 5.4%; further: actives read high; inactives centre near 0; some compounds called inactive have numbers as strong as hits; reference of the scale not given here
LANA DNA inh – KSHV C-LANA DNA binding inhibition; MBP-C-LANA/FAM-LBS DNA binding, fluorescence polarization; inhibition, % at 9 µM; 0.078% of 340,000 active;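 active means highest replicate inhibition at or above 60% at 9 µM, even if other replicates fall short; inactive means all replicates below 60% inhibition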;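 further: 0% = neutral control wells and 100% = 4 µM acridine orange control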
CAL-PDZ inh HTS – CAL PDZ (human) peptide binding inhibition; 0.92% of 300,000 active; AID 602252; purified CAL PDZ, TMR-peptide fluorescence polarization, 1 h; inhibition, % at 24.9 µM;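 active means mean inhibition of at least 30% with at least half of replicates also reaching 30%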;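 further: 0% = DMSO neutral control and 100% = excess unlabeled competitor peptide PRC23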
HTR5A inv ag – counter-screen for OPRM1-OPRD1 inverse agonists: human HTR5A inverse agonism; P47898; HTR5A cell line, luminescence; inhibition, % at 9.3 µM; 0.083% of 340,000 active; in the data active means inhibition mostly above about 23%, no sharp cut-off; inactive means mostly below about 18%;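 further: 0% = cells with DMSO and 100% = no-cell wells with DMSO; some compounds called inactive have numbers as strong as hits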
The depositor's hits bear a star; / = no result given. Rows were taken by chance. About 2.8% of those tested had a hit in this group.

SMILES	OPRM1-OPRD1 inv	RTF Ca sens act	OPRM1-OPRD1 ag	RTF Ca sens inh	HTR5A ag ctr	Keap1-Nrf2 PPI	V-ATPase pHluor	LANA DNA inh	CAL-PDZ inh HTS	HTR5A inv ag
Cc1cc(C)cc(NC(=S)N2CCC(NC(=O)c3ccccc3C)CC2)c1	1.6	3.8	-0.3	-19.2	0.3	2.9	-2.0	0.6	/	7.2
O=C(O)c1cccc(Nc2nc(Nc3ccccc3)nc(N3CCCC3)n2)c1	-3.8	0.6	0.7	-15.3	3.3	-3.9	5.8	-2.5	4.4	-8.7
Cc1cc(C)cc(OCc2nnc(SCC(=O)OC(C)C)o2)c1	-11.5	0.9	2.3	0.4	4.7	-4.6	-1.7	-0.7	/	-42.2
O=C(c1ccc(Cl)c(S(=O)(=O)N2CCCC2)c1)N1CCN(Cc2ccccc2)CC1	-3.3	0.4	0.8	-3.3	4.3	-5.1	2.7	0.7	-16.3	0.7
CN=C1SC(CC(=O)Nc2c(C)cccc2C)C(=O)N1/N=C/c1cccs1 (configuration not stated)	-0.9	1.8	0.1	-7.8	-2.5	3.8	-2.6	0.1	-1.6	6.6
O=C(CCc1ccccc1)NCC(=O)N/N=C/c1ccc(O)cc1O	6.4	3.4	-1.3	-5.0	4.7	-2.4	-2.3	-0.1	4.2	10.1
CCCCS(=O)CC(CS(=O)CCCC)OC(=O)c1ccc(C)cc1 (configuration not stated)	9.8	-3.2	-1.7	-7.1	-0.6	5.2	-0.5	0.1	-2.2	16.5
CC(C)(C)SCCNC(=O)/C=C/c1cccc([N+](=O)[O-])c1	1.6	2.6	-0.3	6.7	1.4	-6.5	-0.1	0.6	-1.3	-5.0
O=C(c1ccc(O)c(Br)c1)c1cc(Br)ccc1O	9.9	-0.6	-1.9	-3.8	-0.3	-1.3	1.4	0.0	/	1.0
O=C(COC(=O)c1ccccc1NCCO)NCc1cccs1	1.9	-0.6	-0.4	-11.8	3.7	-0.9	0.1	0.1	-2.6	-10.0
COc1ccc(S(=O)(=O)N(C)C[C@H]2Oc3c(NC(=O)Nc4ccccc4)cccc3C(=O)N([C@H](C)CO)C[C@@H]2C)cc1	15.4	-4.5	-3.3	-3.4	0.5	-4.3	-1.4	2.5	-2.5	-1.8
CCOc1ccc(N(C(=O)c2snc(C(N)=O)c2N)C(C(=O)NCC2CCCO2)c2ccc(C)o2)cc1 (configuration not stated)	11.9	-1.7	-1.9	-5.8	3.8	0.5	4.0	1.7	0.8	-10.6
O=[N+]([O-])c1ccccc1/C=C/C=N/Nc1nc(N2CCCCC2)nc(N2CCCCC2)n1	12.1	4.4	-2.1	1.8	3.9	5.1	0.5	-0.4	-0.8	-10.9
COc1ccc(N(CC(=O)Nc2ccc(S(=O)(=O)N3CCOCC3)cc2)S(=O)(=O)c2ccccc2)cc1	0.6	0.0	-0.1	5.7	8.3	-3.1	-3.5	1.1	/	-1.8
CCCc1nnc(NC(=O)Cn2c(=O)sc3ccccc32)s1	4.2	4.6	-0.8	-5.5	0.6	-2.4	-3.9	-0.8	-0.7	13.9
Nc1ncnc2c1ncn2[C@@H]1O[C@H](CNC(=O)[C@@H](N)Cc2ccc(C(F)(F)F)cc2)[C@@H](O)[C@H]1O	12.9	-1.4	-2.6	-6.4	2.1	0.1	1.2	-2.0	-3.4	-7.3
Cc1cccc(C)c1OCc1n[nH]c(=S)o1	6.5	8.2	-1.2	-7.8	-1.8	-4.2	-0.8	-0.1	-3.4	0.4
O=C(O)c1ccc(/C=N/NC(=S)NCCN2CCOCC2)cc1	1.2	4.7	-0.3	-0.3	8.2	0.7	-2.2	1.0	0.6	-14.5
COc1ccccc1-n1c(C)cc(C=O)c1C	8.8	0.0	-2.1	-4.8	-0.1	0.7	-0.9	-0.8	/	2.6
COC(=O)c1cc2nc(-c3ccc(OC)cc3)cc(C(F)(F)F)n2n1	2.9	-0.4	-0.7	-4.4	-2.9	-0.4	-12.4	-1.4	-1.1	6.9
CCN(CC)CCC(c1ccc2c(c1)OCO2)c1c(OC)cc(OC)c2ccc(=O)oc12 (configuration not stated)	13.8	0.2	-3.0	1.4	1.5	-0.1	-1.3	3.3	-3.2	10.9
Cc1ccc(/C=N/NC(=O)c2ccc3nc[nH]c3c2)s1	4.8	1.6	-0.9	-10.9	8.4	-0.8	-1.1	-1.1	/	-1.2
CC1CN(c2cc(=O)n(-c3ccc(Cl)cc3)c(=O)[nH]2)CC(C)O1 (configuration not stated)	14.9	1.1	-2.7	-2.6	0.2	1.4	1.2	-0.1	-1.1	7.1
CCOC(=O)C(CC)/C(C)=N\NC(=O)c1ccccc1O (configuration not stated)	-4.0	-5.5	0.6	3.1	1.1	-0.4	-3.2	2.3	-1.7	-5.2
Cc1ccc2[nH]c(C(=O)O)c(-c3ccccc3)c2c1	-7.7	-2.8	1.3	0.3	6.0	2.0	0.1	0.7	-2.2	2.0

Some of the entries above in a different format.
O=C(O)c1ccc(/C=N/NC(=S)NCCN2CCOCC2)cc1
  OPRM1-OPRD1 inv = 1.2
  RTF Ca sens act = 4.7
  OPRM1-OPRD1 ag = -0.3
  RTF Ca sens inh = -0.3
  HTR5A ag ctr = 8.2
  Keap1-Nrf2 PPI = 0.7
  V-ATPase pHluor = -2.2
  LANA DNA inh = 1.0
  CAL-PDZ inh HTS = 0.6
  HTR5A inv ag = -14.5
CC1CN(c2cc(=O)n(-c3ccc(Cl)cc3)c(=O)[nH]2)CC(C)O1 (configuration not stated)
  OPRM1-OPRD1 inv = 14.9
  RTF Ca sens act = 1.1
  OPRM1-OPRD1 ag = -2.7
  RTF Ca sens inh = -2.6
  HTR5A ag ctr = 0.2
  Keap1-Nrf2 PPI = 1.4
  V-ATPase pHluor = 1.2
  LANA DNA inh = -0.1
  CAL-PDZ inh HTS = -1.1
  HTR5A inv ag = 7.1
Cc1cccc(C)c1OCc1n[nH]c(=S)o1
  OPRM1-OPRD1 inv = 6.5
  RTF Ca sens act = 8.2
  OPRM1-OPRD1 ag = -1.2
  RTF Ca sens inh = -7.8
  HTR5A ag ctr = -1.8
  Keap1-Nrf2 PPI = -4.2
  V-ATPase pHluor = -0.8
  LANA DNA inh = -0.1
  CAL-PDZ inh HTS = -3.4
  HTR5A inv ag = 0.4
Cc1ccc(/C=N/NC(=O)c2ccc3nc[nH]c3c2)s1
  OPRM1-OPRD1 inv = 4.8
  RTF Ca sens act = 1.6
  OPRM1-OPRD1 ag = -0.9
  RTF Ca sens inh = -10.9
  HTR5A ag ctr = 8.4
  Keap1-Nrf2 PPI = -0.8
  V-ATPase pHluor = -1.1
  LANA DNA inh = -1.1
  CAL-PDZ inh HTS = /
  HTR5A inv ag = -1.2
